# HDAC3 inh – inhibitors of human histone deacetylase 3 | recombinant HDAC3, fluorogenic peptide/trypsin coupled, fluorescence | O15379 | inhibition, % at 8.3 µM | 320,000 tested, 0.15% active; in the data active means inhibition above about 26%, passing the limit was not always enough
# Target sequence (O15379 whole entry, looked up): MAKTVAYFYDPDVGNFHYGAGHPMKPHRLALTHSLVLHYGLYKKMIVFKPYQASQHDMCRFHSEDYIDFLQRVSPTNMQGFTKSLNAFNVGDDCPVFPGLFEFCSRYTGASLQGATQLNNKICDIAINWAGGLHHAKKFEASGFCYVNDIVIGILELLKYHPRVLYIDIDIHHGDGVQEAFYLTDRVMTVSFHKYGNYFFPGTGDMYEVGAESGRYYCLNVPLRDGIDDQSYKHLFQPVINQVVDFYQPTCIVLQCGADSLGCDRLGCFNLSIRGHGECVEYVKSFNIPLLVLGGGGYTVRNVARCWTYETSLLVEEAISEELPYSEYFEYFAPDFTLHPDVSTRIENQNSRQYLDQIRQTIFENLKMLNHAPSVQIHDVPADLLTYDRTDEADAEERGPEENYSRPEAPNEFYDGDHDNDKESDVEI
# KCNQ1 act – potentiators or activators of human KCNQ1 potassium channel. B-score at 10 µM. CHO-K1 KCNQ1, thallium flux FluxOR fluorescence; stronger effect = higher value. AID 2648. 310,000 tested, 0.35% active. P51787;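 active means fluorescence ratio B-score, a plate-corrected score, at least three library SD, with initial intensity B-score within 5 SD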
# Target sequence (P51787 whole entry, looked up): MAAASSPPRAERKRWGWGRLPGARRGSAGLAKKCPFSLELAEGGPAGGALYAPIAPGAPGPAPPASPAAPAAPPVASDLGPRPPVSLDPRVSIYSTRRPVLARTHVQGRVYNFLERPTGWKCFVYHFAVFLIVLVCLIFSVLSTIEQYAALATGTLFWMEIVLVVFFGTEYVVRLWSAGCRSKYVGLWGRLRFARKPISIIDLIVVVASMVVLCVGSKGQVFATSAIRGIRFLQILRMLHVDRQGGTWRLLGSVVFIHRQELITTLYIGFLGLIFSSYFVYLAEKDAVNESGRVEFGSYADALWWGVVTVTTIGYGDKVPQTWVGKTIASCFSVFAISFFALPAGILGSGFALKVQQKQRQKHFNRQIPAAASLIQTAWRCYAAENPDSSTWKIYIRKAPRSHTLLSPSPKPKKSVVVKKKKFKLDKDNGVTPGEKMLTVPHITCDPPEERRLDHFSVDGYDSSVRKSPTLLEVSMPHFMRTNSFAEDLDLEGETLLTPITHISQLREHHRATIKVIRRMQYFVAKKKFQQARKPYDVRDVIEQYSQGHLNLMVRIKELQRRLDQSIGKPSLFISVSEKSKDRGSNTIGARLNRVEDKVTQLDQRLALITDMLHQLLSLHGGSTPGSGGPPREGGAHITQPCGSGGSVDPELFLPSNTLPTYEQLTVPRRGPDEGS
#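 Schedule – 37 °C overnight plating, 90-min dark dye load, 20-min compound pretreatment · System – stable KCNQ1 CHO-K1 line · Probe or stimulus – thallium- and potassium-containing depolarizing buffer · Measured by – kinetic FluxOR fluorescence, 10 s baseline plus 110 s post-stimulus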
# ANO1 block – mouse TMEM16A channel inhibition, primary screen; HEK293 TMEM16A/YFP iodide influx fluorescence, ionomycin; Q8BHY3; normalized B-score (activity score, 25-100; higher = stronger inhibition) at 10 µM; 310,000 tested, 1.2% active;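 active means ratio plate-corrected score three or more library SD toward inhibition, starting fluorescence score within five deviations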;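 further: score derived from kinetic fluorescence span divided by baseline fluorescence per well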
# TMEM16A act – activates or potentiates the mouse TMEM16A chloride channel. AID 623877. HEK293 TMEM16A/YFP-H148Q/I152L, iodide quench fluorescence; stronger effect = lower value. B-score at 10 µM. 340,000 tested, 0.3% active;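 active means fluorescence-ratio B-score plate-corrected deviation score at least 3 library SD below zero, with starting fluorescence score within 5 deviations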;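 further: channel opened by trigger with iodide after compound preincubation; score built on the fluorescence ratio of max minus min over baseline; more negative score means more quench and so TMEM16A activation or potentiation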
# TRPC4 act – opens the mouse TRPC4 cation channel | HEK293 TRPC4beta/mu-opioid, Fluo4 calcium fluorescence; stronger effect = higher value | AID 2237 | 310,000 tested, 0.49% active | Q9QUQ5 | B-score at 10 µM;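 active means B-score above 5 SD of library B-scores, and initial fluorescence ratio not above library mean plus 5 SD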;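 further: positive B-score marks a calcium rise read as TRPC4 activation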
#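 Assay system: HEK293 stable line with TRPC4beta plus mu-opioid receptor. Times: dye 45 min RT, read 110 s. Measured by: kinetic Fluo4 calcium fluorescence. Measure: B score of integrated ratio. Controls: assay buffer as low control, maximal DAMGO as high control.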
# KCNK3 inh – human KCNK3 channel inhibition, primary screen; AID 602410; B-score at 10 µM; O14649; CHO-KCNK3 thallium flux, FluxOR fluorescence; stronger effect = lower value; 340,000 tested, 0.84% active;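 active means B-score under library mean minus 4 SD, starting fluorescence ratio at most library mean plus 5 SD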;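 further: more negative B-score means stronger inhibition of thallium flux through KCNK3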
# KCNQ1 inh – human KCNQ1 channel inhibition; P51787; CHO-K1 KCNQ1, FluxOR thallium flux fluorescence; stronger effect = higher value; B-score at 10 µM; 310,000 tested, 1.3% active; AID 2642;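 active means compounds whose thallium flux B-score, printed positive for inhibition, exceeds three library SD while starting fluorescence stays within three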;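 further: channel opened by potassium depolarization with thallium stimulus after 20 min compound exposure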
# TRPC4 PAM – allosterically enhances the mouse TRPC4 cation channel; Q9QUQ5; HEK293 TRPC4beta/mu-opioid, DAMGO EC20, Fluo-4 Ca2+ flux; stronger effect = higher value; B-score at 10 µM; 310,000 tested, 0.42% active; AID 2227;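 active means B-score of calcium response area above 5 SD of library B-scores, with initial fluorescence ratio within 5 SD of library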;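 further: B-score of integrated fluorescence ratio over time as area under calcium response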
# DYRK1A inh – Dyrk1A (rat) kinase inhibition | ADP-Glo luminescence, NFATc1 peptide | inhibition, % at 12.5 µM | 310,000 tested, 0.43% active; in the data active means inhibition above about 50%;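 further: plate controls were vehicle with enzyme for no effect and no enzyme for full effect; many of its hits are not listed in these tables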
# hERG rescue – shields human hERG channel from block by proarrhythmic agents; AID 1511; Q12809; activation (rescue from dofetilide block), less the hit threshold, % at 10 µM; 310,000 tested, 0.51% active; CHO-hERG, FluxOR thallium flux, dofetilide IC70 present;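 active means activation above the mean of controls blocked by dofetilide plus 5 SD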;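 further: thallium influx through hERG after potassium depolarization seen as dye fluorescence rise; in these data hits start at about 4.7%; inactives centre near -7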
# KCNK9 block – human KCNK9 channel inhibition. HEK293 KCNK9, FluxOR thallium flux fluorescence; stronger effect = lower value. 310,000 tested, 1.2% active. B-score at 10 µM;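 active means ratio B-score over 3 SD below the library mean, with starting fluorescence within 5 SD of its mean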;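 further: negative B-score means less thallium flux so channel inhibition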
# Active calls of the source: *; i = inactive; / = no result given.
SMILES,HDAC3 inh,KCNQ1 act,ANO1 block,TMEM16A act,TRPC4 act,KCNK3 inh,KCNQ1 inh,TRPC4 PAM,DYRK1A inh,hERG rescue,KCNK9 block
C/C(=N\OC(=O)Nc1ccc(Cl)cc1)c1ccc(F)c(F)c1,11,i,i,i,i,i,i,i,-2,-7,i
COc1ccc(CC(=O)Oc2ccccc2Cl)cc1S(=O)(=O)N1CCOCC1,2,i,i,i,i,i,i,i,-7,-9,i
O=c1ccnc(SCn2nnc3ccccc3c2=O)[nH]1,1,i,i,i,i,i,i,i,1,-4,i
O=C(NCc1ccco1)C1CCCN1C(=O)Nc1ccccc1Cl (centres undefined),/,i,i,i,i,i,i,i,1,3,i
CCOC(=O)C1CCN(Cc2nc3ccccc3c(=O)n2-c2ccc(F)cc2)CC1,2,i,i,i,i,i,i,i,-3,-6,i
Cc1nc(NC(=O)c2ccccc2)sc1-c1csc(NCc2ccco2)n1,/,i,i,i,i,i,i,i,67*,-5,i
COc1ccc([N+](=O)[O-])cc1N(CC(=O)NC1CCCC1)S(C)(=O)=O,1,i,i,i,i,i,i,i,-2,-3,i
CC(=O)Nc1ccc(S(=O)(=O)NC(C)C(=O)NC(C)c2ccccc2)cc1 (centres undefined),-3,i,i,i,i,i,i,i,2,-14,i
O=C(Cc1ccccc1)Nc1c2c(nn1-c1cccc(Cl)c1)CS(=O)(=O)C2,-5,i,i,i,i,i,i,i,-6,-8,i
O=C(COC(=O)c1ccccc1)NCCC1=CCCCC1,-2,i,i,i,i,i,i,i,-5,-20,i
O=C(NCc1cccnc1)Nc1cccc(NC(=O)NCc2cccnc2)c1F,-4,i,i,i,i,i,i,i,5,-8,i
Cn1c(=O)c2c(nc(SCc3ccccc3F)n2C)n(C)c1=O,-3,i,i,i,i,i,i,i,1,-3,i
COc1cc(NC(=O)CNc2cccc(S(=O)(=O)N3CCCC3)c2)cc(OC)c1,0,i,i,i,i,i,i,i,-6,-7,i
O=S(=O)(c1cccc(-c2nnc(-c3ccc(Br)cc3)o2)c1)N1CCCCCC1,2,i,i,i,i,i,i,i,-2,-8,i
O=C(O)/C=C/C(=O)Nc1cccnc1,-5,/,i,i,/,i,/,/,-2,/,/
O=C(NCC(c1ccco1)N1CCc2ccccc2C1)C(=O)Nc1ccc(F)cc1F (centres undefined),5,i,i,i,i,i,i,i,30,-7,i
Cc1cc(C)n(CC(=O)n2nc(C)cc2C)n1,-18,i,i,i,i,i,i,i,0,2,i
Cc1cc(C)c2c(N)c(C(=O)NN)sc2n1,1,i,i,i,i,i,i,i,1,-11,i
NC(=O)CN1C(=O)/C(=c2\sc3nc(=O)c(Cc4ccccc4)nn3c2=O)c2ccccc21,7,i,i,i,i,i,i,i,/,-7,i
CCOc1ccc(/C=C/C(=O)N2CCOCC2)cc1OC,1,i,i,i,i,i,i,i,/,-11,i
CN(C)c1nc(Nc2ccccc2)nc(Oc2ccc(=O)[nH]n2)n1,/,i,i,i,i,i,i,i,7,-12,i
COC(=O)C1=C(C)NC(=O)CC1c1ccccc1 (centres undefined),3,i,i,i,i,i,i,i,5,-4,i
CN(C)C(=O)Cn1c(SCC(=O)N2CCCc3ccccc32)nc2ccccc21,4,i,i,i,i,i,i,i,4,1,i
CC(C)NC(=O)CC1(C(=O)NCc2ccc(Cl)cc2)CCCC1,-7,i,i,i,i,i,i,i,-3,-7,i
COc1ccc(N2CCN(C(=O)c3ccccc3N(C)S(=O)(=O)c3ccccc3)CC2)cc1,2,i,i,i,i,i,i,i,-6,-13,i
Cc1ccsc1-c1nc(CSCC(=O)NCc2ccc3c(c2)OCO3)c(C)o1,-1,i,i,i,i,i,i,i,0,-8,i
O=C1CN(C(=O)COC(=O)Cc2ccsc2)c2ccccc2N1,2,i,i,i,i,i,i,i,-2,-17,i
Cc1ccc(S(=O)(=O)N(CC(=O)O)c2ccc(Cl)c(C(F)(F)F)c2)cc1,-5,i,i,i,i,i,i,i,-3,-5,i
O=C(NCCNC(=O)C1CC2CCC1C2)C1CC2CCC1C2 (centres undefined),1,i,i,i,i,i,i,i,0,-14,i
O=C(O)C1CC=CCC1C(=O)Nc1ccccc1C(=O)N1CCN(c2ccc(F)cc2)CC1 (centres undefined),-3,i,i,i,i,i,i,i,-1,-3,i
O=C1CSC(c2ccccc2)N1c1cccnc1 (centres undefined),0,i,i,i,i,i,i,i,0,-11,i
COc1cc2ccccc2cc1C(=O)Nc1ccc(N2CCN(C)CC2)cc1,1,i,i,i,i,i,i,i,13,-13,i
COc1cccc(NS(=O)(=O)c2nc3nc(C)cc(C)n3n2)c1,-4,i,i,i,i,i,i,i,6,-5,i
Cc1cc(C(=O)COC(=O)Cc2n[nH]c(=O)c3ccccc23)c(C)n1-c1ccc2c(c1)OCO2,-2,i,i,i,i,i,i,i,0,-13,i
O=C(C1=C[C@H](C2CC2)C[C@H](OCCCCO)O1)N1CCOCC1,14,i,i,i,i,i,i,i,4,-4,i
Cc1ccccc1OCCN1CCC(Cc2ccccc2)CC1,-4,i,i,i,i,i,i,i,11,-14,i
Cc1cc(C(=O)CC#N)c(C)n1-c1ccc(OC(F)F)cc1,3,i,i,i,i,i,i,i,2,-6,i
Cc1c(N=Cc2ccco2)c(=O)n(-c2ccccc2)n1C,-6,i,i,i,i,i,i,i,-1,-9,i
CCCN=C(C)C1=C(O)c2ccccc2C1=O,6,i,i,i,i,i,i,i,-19,-10,i
CC1CCN(C(=O)Cn2ncc3c4ccccc4n(C)c3c2=O)CC1,-1,i,i,i,i,i,i,i,-12,-7,i
Cc1cc[n+](-c2ccccc2)c2ccccc12,0,i,i,i,i,i,i,i,-2,-9,i
COc1ccc(C(CNC(=O)c2cccc(NS(=O)(=O)c3ccc(Br)cc3)c2)N(C)C)cc1 (centres undefined),5,i,i,i,154*,i,i,i,-2,-17,i
Cc1cc(C)c[n+](CC(=O)c2ccc(C)c([N+](=O)[O-])c2)c1,-6,i,i,i,i,i,i,i,3,-8,i
COC(=O)CCC(=O)c1oc2ccc(Br)cc2c1N,-12,i,i,i,i,i,i,i,4,-2,i
O=[N+]([O-])c1cccc(/C=N/Nc2ccccn2)c1,-1,i,i,i,i,i,i,i,-2,-8,i
COc1cc([N+](=O)[O-])ccc1NC(=O)/C=C\C(=O)O,1,i,i,i,i,i,i,i,0,-12,i
O=S(=O)(NCCCc1ccccc1)c1ccccc1,3,i,i,i,i,i,i,i,-2,-8,i
COc1ccc(CNC(=O)COc2cccnc2[N+](=O)[O-])cc1,0,i,i,i,i,i,i,i,-1,-8,i
COc1ccc(C(NC(=O)c2ccc(F)cc2)c2ccccc2)cc1 (centres undefined),1,i,i,i,i,i,i,i,2,-5,i
CC(C)CN1C(=O)c2ccc(NC(=O)Cc3ccccc3)cc2C1=O,2,i,i,i,i,i,i,i,-4,-16,i
CCOC(=O)C1C(=O)CC(C)(O)C(C(=O)OCC)C1c1ccc(NC(C)=O)cc1 (centres undefined),3,i,i,i,i,i,i,i,-1,-11,i
CN1C(=O)NC(c2ccccc2)C2=C1CN(Cc1ccco1)C2=O (centres undefined),1,i,i,i,i,i,i,i,2,-13,i
Cc1[nH]c2ccccc2c1/C=N/NC(=O)c1cccc(F)c1,9,i,i,i,i,i,i,i,10,-11,i
Cc1cccc(NC(=S)c2nc3ccccc3s2)c1,2,10*,i,i,i,i,i,i,2,43*,i
O=C(Cc1cccs1)N(Cc1cccs1)C1(C(=O)NC2CCCCC2)CCCCC1,1,i,i,i,i,i,i,i,4,-9,i
COc1ccc(NC(=O)N2CCCC(c3nc(-c4ccc(F)cc4)no3)C2)cc1 (centres undefined),3,i,i,i,i,i,i,i,4,-15,i
Cn1c(=O)oc2cc(S(=O)(=O)N3CCCCC3)ccc21,4,i,i,i,i,i,i,i,-2,-6,i
COc1ccc(-c2nc(C3CCCCC3)c3cc(OC)ccc3n2)cc1,-3,i,i,i,i,i,i,i,-2,-14,i
CCN(CC)CCNC(=O)c1ccc(-n2c(C)cc3c2CCCC3=O)cc1,0,i,i,i,i,i,i,i,/,-11,i
COC(=O)c1ccc(CSc2ncnc3c2oc2ccccc23)o1,2,i,i,i,i,i,i,i,-6,-6,i

# Single records, as listed above:
# `CC(=O)Nc1ccc(S(=O)(=O)NC(C)C(=O)NC(C)c2ccccc2)cc1` (centres undefined) is listed as HDAC3 inh = -3; KCNQ1 act = i; ANO1 block = i; TMEM16A act = i; TRPC4 act = i; KCNK3 inh = i; KCNQ1 inh = i; TRPC4 PAM = i; DYRK1A inh = 2; hERG rescue = -14; KCNK9 block = i
# `COc1ccc(-c2nc(C3CCCCC3)c3cc(OC)ccc3n2)cc1` is listed as HDAC3 inh = -3; KCNQ1 act = i; ANO1 block = i; TMEM16A act = i; TRPC4 act = i; KCNK3 inh = i; KCNQ1 inh = i; TRPC4 PAM = i; DYRK1A inh = -2; hERG rescue = -14; KCNK9 block = i

# Additional records.
SMILES,HDAC3 inh,KCNQ1 act,ANO1 block,TMEM16A act,TRPC4 act,KCNK3 inh,KCNQ1 inh,TRPC4 PAM,DYRK1A inh,hERG rescue,KCNK9 block
O=C(NCc1ccco1)c1cc(-c2ccccc2)c(N2CCOCC2)s1,-4,i,i,i,i,i,i,i,1,-3,i
COC(=O)c1onc(-c2c(Cl)cccc2Cl)c1C(=O)OC,0,i,i,i,i,i,i,i,/,-5,i
COC(=O)COc1c(/C=C\c2nc(O)c([N+](=O)[O-])c(=O)[nH]2)cccc1OC,13,i,i,i,i,i,i,i,1,-6,i
CC1(c2nnc(Cc3ccccc3)o2)CC(c2cccc(Cl)c2)=NO1 (centres undefined),9,i,i,i,i,i,i,i,5,-8,i
COc1cccc(CNC(=O)c2ccc(C3SCCS3)cc2)c1,-1,i,i,i,i,i,i,i,-3,-6,i
O=S1(=O)CCN(Cc2cccc(C(F)(F)F)c2)CC1,3,i,i,i,i,i,i,i,-1,-15,i
CCCCCCSc1ccc([C@@H]2[C@H]3C(=O)N(C)C(=O)[C@H]3[C@]3(C(=O)OC)CCCCN23)cc1,-1,i,i,i,i,i,i,i,-1,-9,i
O=C(Nc1ccc(Nc2ccccc2)cc1)c1ccccc1F,1,i,i,i,i,i,i,i,/,-3,i
NS(=O)(=O)c1cccc(NC(=O)COC(=O)C2CCN(S(=O)(=O)c3cccs3)CC2)c1,2,i,i,i,i,i,i,i,2,-7,i
COc1ccc(-c2c(C)c3ccc(O)cc3oc2=O)cc1,-146,i,i,i,i,i,i,i,/,-8,i
CC(=O)NC(Cc1ccccc1F)C(=O)NC1CCN(S(=O)(=O)c2ccccc2)CC1 (centres undefined),/,i,/,i,i,i,i,i,-7,-4,i
COc1ccccc1N1CCN(CCCCOc2ccc(C)cc2C)CC1,-5,i,i,i,i,i,i,i,-3,-6,i

# Not all compounds are listed (hit frequency here may not be typical).
